TRPV1 agonist: agonists of human vanilloid receptor 1 (TRPV1); Q8NER1; TRPV1-expressing cells, Fluo-8 calcium influx, agonist mode; activation, % at 8.33 µM; 320,000 compounds, 0.19% hits; AID 540275; in the data active = activation above about 80%; inconclusive = between about 30% and that limit; also: 0% is about no effect
Target sequence (Q8NER1 whole entry, looked up): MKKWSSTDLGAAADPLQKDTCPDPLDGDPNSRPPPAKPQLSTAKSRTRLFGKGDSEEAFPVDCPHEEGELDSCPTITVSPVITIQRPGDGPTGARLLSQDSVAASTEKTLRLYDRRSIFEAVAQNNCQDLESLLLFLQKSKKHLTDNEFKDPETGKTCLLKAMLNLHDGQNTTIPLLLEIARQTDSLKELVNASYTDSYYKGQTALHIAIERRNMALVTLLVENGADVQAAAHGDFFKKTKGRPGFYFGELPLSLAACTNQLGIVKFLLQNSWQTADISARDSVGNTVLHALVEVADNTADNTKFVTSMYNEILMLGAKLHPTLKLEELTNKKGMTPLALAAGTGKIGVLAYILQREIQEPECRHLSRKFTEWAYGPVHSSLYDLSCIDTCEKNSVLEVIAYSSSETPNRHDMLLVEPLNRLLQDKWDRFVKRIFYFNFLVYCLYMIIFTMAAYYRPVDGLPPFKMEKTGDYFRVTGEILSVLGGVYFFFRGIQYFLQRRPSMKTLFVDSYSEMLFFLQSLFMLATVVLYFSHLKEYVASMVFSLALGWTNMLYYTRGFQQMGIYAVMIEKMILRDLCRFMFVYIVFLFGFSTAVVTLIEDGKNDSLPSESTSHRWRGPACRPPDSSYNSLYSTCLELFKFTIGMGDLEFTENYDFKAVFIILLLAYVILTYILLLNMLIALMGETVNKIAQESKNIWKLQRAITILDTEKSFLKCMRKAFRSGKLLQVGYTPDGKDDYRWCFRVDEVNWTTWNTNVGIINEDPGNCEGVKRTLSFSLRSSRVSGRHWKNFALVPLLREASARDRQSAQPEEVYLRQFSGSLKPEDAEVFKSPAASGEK
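Cells expressing TRPV1 were dye-loaded with Fluo-8 and read kinetically: 10 s baseline, 3 min after compound (agonist portion), then 2 min after EC20 capsaicin (allosteric enhancer portion). Calcium-bound dye fluorescence at 480/520 nm.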
MLL CXXC-DNA inh: inhibitors of human MLL CXXC domain-DNA interaction; Potency, µM (doses to about 115 µM), for inactives: at the top dose activity change, negative = inhibition, actives largely listed as inhibitors; AID 2662; 290,000 compounds, 0.037% hits; MLL-CXXC / FITC-HOXA9 DNA fluorescence polarization; Q03164; active = well fitted inhibition curve with a large enough effect in the polarisation, with a control signal flat, not every such curve was filed as active; inconclusive = small, poorly fitted or top-dose-only effect, or effect the other way, or a change in a side signal; inactive = no such curve, though single readings can be large or run the other way; the % refers to the polarisation; also: potency is read from the fitted curve at half-maximal effect
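Fluorescence polarization: 7 uM MLL-CXXC (stock) preincubated 5 min with compounds, then 50 nM fluorescein-HOX-A9 DNA (stock) added; 30 min ambient. Buffer 50 mM Tris-HCl pH 7.5, 50 mM NaCl, 1 mM DTT, 0.05% BSA.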
TSG101-PTAP inh: blocks PTAP/TSG101 interaction to inhibit HIV-1 budding | Potency, µM (highest dose often 115 µM), without a hit: at the highest dose activity change, negative = inhibition, hits mostly inhibitors | 340,000 tested, under 10 active | Fluorescence polarization, FITC-PTAP peptide / Tsg101 binding | Q99816; active = well fitted inhibition curve with a large enough effect in the main read-out, with a control signal flat, not every such curve was filed as active; inconclusive = small, poorly fitted or top-dose-only effect, or effect the other way, or a change in a side signal; inactive = no such curve, though single readings can be large or run the other way; also: potency is read from the fitted curve at half-maximal effect; % of control where 0% means no effect
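Tsg101 binding domain (10 uM final) was mixed with compound and a FITC-labeled PTAP peptide (50 nM final) in HEPES pH 7.5 buffer with NaCl, Tween 20, EDTA and TCEP; fluorescence polarization was read after 20 min at r.t.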
A-T KAP1 phos: candidate therapy for ataxia-telangiectasia; […] A-T fibroblasts, KAP-1 phosphorylation AlphaLISA; neocarzinostatin DNA damage 30 min before lysis; Potency, µM (series often up to 57.5 µM), without a hit: top-dose activation, most hits filed as activators; 320,000 compounds, 0.19% hits; also: potency is read from the fitted curve at half-maximal effect; % of control where 0% means no effect; nearly all actives have a fitted effect of over 45% in size
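hTERT-immortalized A-T patient fibroblasts ([…]), 500 cells/well in OPTI-MEM, 1% FBS, got compounds for 60 min, then NCS for 30 min at 37C. Lysates were then assayed for phospho-KAP-1 by AlphaLISA (anti-pKAP1 donor, anti-KAP1 acceptor beads), 6 hr at 25C.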
TCR act: activates T cell receptor signaling; Potency, µM (top dose mostly 9.22 µM), for the others: at the top dose activation of IL-2 secretion, hits mostly activators; AID 504894; primary human leukocytes, anti-CD3, IL-2 HTRF, 48 h; 330,000 tested, under 10 active; also: % of control where 0% means no effect
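48 hr co-incubation of compounds, a-CD3 beads and primary human leukocytes; IL-2 quantified homogeneously by HTRF with anti-IL-2 K and d2 conjugates.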
ELG1 DNA repair: inhibitors of ELG1-dependent DNA repair in HEK293T cells | HEK293T ELG1-luciferase reporter, luminescence, 16 h; DNA damage induced by 5-fluorouridine | Potency, µM (highest dose often 46.1 µM), for the others: top-dose activity change, negative = inhibition, actives largely listed as inhibitors | 330,000 compounds, 2.3% hits; also: potency is read from the fitted curve at half-maximal effect; % is scaled to controls: 0 for no effect and ±100 for the full control effect; nearly all actives have a fitted effect of over 55% in size
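HEK293T cells expressing luciferase-tagged ELG1 (2,000/well) received 5-Fluorouridine plus compound or DMSO for 16 hr at 37 °C. Luciferase was read by ONE-Glo luminescence after 30 min at room temperature.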
a7 integrin act: activators of alpha7 integrin expression for muscular dystrophy | alpha7betagal myoblasts, beta-gal FDG fluorescence, 48 h | Potency, µM (highest dose often 38.3 µM), inactives show at the top dose activation, most hits filed as activators | 350,000 compounds, 0.064% hits;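 also: potency is read from the fitted curve at half-maximal effect; 100% = response of the positive control SU9516; nearly all actives have a fitted effect of over 60% in size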
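alpha7betagal+/- myoblasts (passage 13, 250/well) treated 48 h at 37C with compounds at 1:260 dilution of DMSO stock. Lysed, then beta-galactosidase activity read as FDG fluorescence (ex 480/em 540) after 30 min, with pre-read for autofluorescence.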
p53 reactivator: re-activators of mutant p53; H1299 p53-A138V BP100-luciferase reporter, luminescence, 24 h; Potency, µM (doses to about 92.2 µM), for inactives: at the highest dose activity change, positive = activation, hits mostly activators; 320,000 compounds, 0.063% hits; AID 504706; also: potency is read from the fitted curve at half-maximal effect; % of control where 0% means no effect; nearly all actives have a fitted effect of over 45% in size
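p53-null H1299 cells stably carrying temperature-sensitive p53-A138V and a BP100-luciferase reporter were pinned with compounds (4-point, 1:5 series) and held 24 hrs at 37 deg C. Luminescence was read 10 min after detection reagent.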
BRCA1 expr up: increases BRCA1 expression; MCF7-BRCA1-FFLuc reporter, luminescence, 48 h; response scale: scaled: vehicle 0%, 10 µM genistein 100%; 380,000 compounds, 1.1% hits; Potency, µM (doses to about 46.1 µM), for inactives: at the highest dose activation, actives largely listed as activators; also: potency is read from the fitted curve at half-maximal effect; nearly all actives have a fitted effect of over 80% in size; some results filed as inactive show a strong effect at the top dose
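Compounds are tested at multiple concentrations on MCF7 BRCA1-luciferase reporter cells seeded at 2000 per well; after 48 h, a single luminescence end-point is taken and curves fitted to the normalized data.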
B2AR arrestin: recruits beta-arrestin to the human beta2-adrenergic receptor | AID 492947 | beta-arrestin recruitment to beta2AR, cell-based reporter | 330,000 compounds, 0.02% hits | Potency, µM (titrated, usually from 46.1 µM), without a hit: top-dose activation, hits mostly activators | P07550;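 also: potency is read from the fitted curve at half-maximal effect; 0% = DMSO controls and full agonism = EC100 isoproterenol or metaproterenol; nearly all actives have a fitted effect of over 65% in size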
Active calls of the source: *; ? = inconclusive; · = no result given; [ ] = another dose, or the depositor's remark. Unless noted, calls follow the shape of the dose curve; as a rule, active = well fitted curve in the direction sought with a large enough effect; inconclusive = small, poorly fitted or top-dose-only effect, or another doubt; inactive = no such curve, though single readings can be large; an effect the other way counts as inactive or inconclusive.

SMILES | TRPV1 agonist | MLL CXXC-DNA inh | TSG101-PTAP inh | A-T KAP1 phos | TCR act | ELG1 DNA repair | a7 integrin act | p53 reactivator | BRCA1 expr up | B2AR arrestin
Cc1ccc(CCC(=O)Nc2ncc(Cc3cc(Cl)ccc3Cl)s2)o1 | -1 | -7% | 3% | -4% | -3%[46.1 µM] | -26% | -17% | -8% | -77% | -0.6%
CCN1CCN(C(=S)c2ccc(Cl)cc2)CC1 | 1 | 3% | -2% | -5% | 2% | -4% | 3% | -4% | 10% | 0.2%
CC(=O)Nc1ccc(S(=O)(=O)NCc2cn3ccsc3n2)cc1 | 2 | -10% | 2% | 3% | -2%[46.1 µM] | 24% | 9% | -4% | -15% | -0.1%
O=CN1CCN(C(C(=O)NC2CCCC2)c2cc3c(cc2[N+](=O)[O-])OCO3)CC1 (stereo not given) | -2 | 4% | 1% | 1% | 7% | 4% | 22% | 11% | 22% | 0.1%
CN(C)S(=O)(=O)N1CCC(Oc2cccc(C(=O)N3CCCCCCC3)c2)CC1 | 14 | ? | -3% | 0% | -2% | ? | 7% | -7% | -26% | 0.2%
COc1ccc(S(=O)(=O)N2CCN(C(C)C(=O)Nc3ccc(C(C)C)cc3)CC2)cc1 (stereo not given) | ? | · | 1% | 4% | -4% | -25% | 13% | 15% | -27% | -0.8%
Cc1ccc(S(=O)(=O)N(C)C)cc1NC(=O)c1cc(S(=O)(=O)N2CCCCC2)ccc1N1CCOCC1 | 4 | · | -2% | 9% | 8% | 10µM* | -7% | 0% | -14% | -0.1%
Cc1ccccc1-c1ncc(CN2CCN(C3CCCCC3)C(CCO)C2)cn1 (stereo not given) | 0 | -1% | -2% | -4% | -1% | ? | 4% | 1% | 23% | -0.1%
CN1C(=O)c2ccccc2C(C(=O)O)C1c1cccc([N+](=O)[O-])c1 (stereo not given) | 2 | 4% | -4% | -2% | 1% | 1% | 3% | 3% | -14% | -0.1%
Cc1noc(C)c1NC(=O)N(C)C[C@H]1Oc2ccc(NC(=O)Cc3ccccc3)cc2C(=O)N([C@H](C)CO)C[C@@H]1C | · | · | -1% | -1% | -2% | 11% | 10% | 0% | -6% | 0.3%
COc1ccccc1C(=O)COC(=O)c1ccc(N(C)C)cc1 | 1 | -4% | -1% | 8% | -21% | ? | -9% | ? | 4µM* | 3.9%
Cc1cc(=O)cc(C)n1-c1ccccc1Br | 3 | -5% | -8% | -4% | 11% | 3% | 8% | · | -1% | 0.0%
CCn1c(SCC(=O)Nc2ccc(F)cc2)nnc1C1CC1 | 2 | 5% | -3% | -1% | 3% | ? | 5% | 10% | 39% | -1.2%
COc1ccc(S(=O)(=O)N(C)C)cc1NC(=O)COC(=O)c1nn(C)c(=O)c2ccccc12 | -3 | 3% | 2% | -12% | 0% | 8% | -28% | 1% | 4% | -0.1%
O=C(/C=C/c1ccco1)NC(=S)Nc1cccc([N+](=O)[O-])c1 | 3 | 3% | -1% | · | -8%[46.1 µM] | 4% | -20% | ? | -54% | 4.9%
Cc1cccc2sc(N(CCCN(C)C)C(=O)c3ccc(S(=O)(=O)N4CCc5ccccc5C4)cc3)nc12 | 29 | 10% | 0% | -1% | 13% | ? | -35% | -13% | -50% | 0.4%
O=C(N/N=C\c1ccc2c(c1)OCO2)c1cncc(Br)c1 | 2 | 29% | 1% | -4% | 0% | 13% | 2% | 28% | -19% | -0.4%
O=C1C=CC[C@H](/C=C/C[C@@H](O)C[C@H](O)CCc2ccccc2)O1 | · | · | -4% | · | 1% | · | -16% | · | 0% | ·
COc1ccccc1CN1C[C@@H]2C[C@@H](c3cccc(O)c3)N3CCC[C@@]23C1=O | 4 | -7% | 1% | 4%[11.5 µM] | 1% | -18% | ? | -1% | -4% | 0.2%
CC(C)N1CCN(c2ccc(OCC3COC(Cn4cncn4)(c4ccc(Cl)cc4Cl)O3)cc2)CC1 (stereo not given) | · | · | -1% | · | 2% | · | -4% | · | -74% | ·
CNC(=O)c1cc(OCC(F)(F)F)ccc1OCC(F)(F)F | -2 | -1% | 1% | -1% | 4% | -2% | -10% | 13% | -27% | 0.0%
Cn1c(N)c(C(=O)Nc2ccccc2F)sc1=S | 8 | -3% | -3% | -8% | 11% | 22% | 18% | 0% | -32% | 0.4%
COc1ccc(CCNC(=O)Cn2ccc3cc(S(=O)(=O)N4CCCC4)ccc32)cc1OC | 3 | 16% | 0% | 7% | 1% | -3% | -5% | -1% | 0% | 0.4%
Cc1[nH]nc2c1C(c1ccco1)C(C#N)=C(N)O2 (stereo not given) | -2 | 2% | -2% | 3% | 2% | 3% | -31% | -2% | -13% | 0.2%
CCOC(=O)c1c(C)[nH]c(C(=O)COC(=O)CCC(=O)c2ccc3c(c2)OCCO3)c1C | 5 | -3% | -4% | -5% | -3% | 8% | -13% | 1% | 0% | -1.1%
Cc1nc(/N=C(\N)Nc2ccccc2)nc2ccccc12 | 11 | 12% | · | 1% | · | ? | · | 18% | · | ?
CCOC(=O)C1=C(O)/C(=C/c2ccc(OCC(=O)O)c(OCC)c2)SC1=Nc1ccc(OC)cc1 | -3 | 1% | 0% | 6% | -1%[46.1 µM] | ? | 0% | -9% | -7% | -1.9%
CCOC(=O)c1c(C)[nH]c(C)c1S(=O)(=O)N(C)CC(=O)Nc1cccc(C)n1 | 2 | 7% | -3% | · | 12% | 0% | 2% | -5% | 9% | 0.0%
Cn1ccc(NC(=O)c2ccc(Cl)cc2)n1 | 8 | · | 1% | 3% | 5% | ? | 6% | ? | ? | -0.4%
CC(C)(C)NC(=O)CSc1nnc(NC(=O)CCc2ccccc2)s1 | 10 | 13% | -5% | 6% | 9% | -5% | ? | 6% | 1% | -0.1%
Cc1ccccc1C(=O)NNC(=S)NC(=O)c1ccc(Cl)cc1Cl | 21 | -2% | -6% | -1% | · | 1% | -18% | 3% | -44% | -0.7%
O=C(Nc1nn[nH]n1)c1cccc(Oc2ccccc2)c1 | 1 | 18% | 0% | -1% | 1% | 8% | -4% | 8% | 43% | -0.2%
O=C(Nc1cccnc1)c1sc(Nc2ccccc2F)nc1-c1ccccc1 | 27 | 15% | -3% | -3% | 5% | ? | -37% | 2% | -28% | 0.0%
CCOC(=O)c1c(NC(C)=O)sc2c1CCC(C=NCCCN(CC)CC)=C2Sc1ccccc1 | · | · | -4% | · | -15% | · | -23% | · | -27% | ·
COC(=O)CN(c1cc(Cl)ccc1OC)S(=O)(=O)c1ccc(C)cc1 | 13 | -16% | -5% | -1% | 3% | ? | -33%[inhibitor] | -4% | -20% | 3.3%
CC(C(=O)NCC1(c2ccccc2)CCCC1)N1CCOCC1 (stereo not given) | -1 | -2% | -2% | 2% | -68% | 16% | -12%[7.66 µM] | -11% | -5% | -0.2%
COc1ccc(C2CC(=O)N(CC(=O)NCC3CCCO3)c3ccccc3S2)cc1OC (stereo not given) | 2 | 4% | 0% | 1% | 5% | 1% | 15% | -4% | 3% | 0.1%
NC(=O)C1CCN(C(=O)C2CC(=O)N(c3ccc(F)cc3)C2)CC1 (stereo not given) | -3 | 15% | -3% | -1% | 6% | 21% | 27% | 5% | 8% | 0.1%
c1ccc(COc2ncnc3c2ncn3CCCNCC2CCCO2)cc1 (stereo not given) | · | · | -6% | · | 1% | · | 5% | · | 11% | ·
COc1ccc(Cn2ccc(=O)c(Cc3c(Cl)cccc3Cl)c2C)cc1 | -3 | -5% | 0% | -5% | 1% | -17% | 15% | -6% | -19% | 0.3%

Look-ups from the list:
For MLL CXXC-DNA inh, COC(=O)CN(c1cc(Cl)ccc1OC)S(=O)(=O)c1ccc(C)cc1 is listed with -16%
For MLL CXXC-DNA inh, CC(C(=O)NCC1(c2ccccc2)CCCC1)N1CCOCC1 (stereo not given) is listed with -2%

Continued:
SMILES | TRPV1 agonist | MLL CXXC-DNA inh | TSG101-PTAP inh | A-T KAP1 phos | TCR act | ELG1 DNA repair | a7 integrin act | p53 reactivator | BRCA1 expr up | B2AR arrestin
OCC1OC(Oc2c(Br)cc(Br)cc2Br)C(O)C(O)C1O (stereo not given) | · | · | -9% | · | 0% | · | 3% | · | -2% | ·
CC1(C)Cc2c(c(-c3ccccc3)[nH]c(=O)c2C#N)CS1 | 7 | -2% | -4% | · | 0% | -11% | -6% | -1% | 2% | -0.1%
CC[C@]12c3[nH]c4cc(CCC(=O)N(C)C)ccc4c3CCN1C(=O)[C@@H](CC(=O)NCCc1ccccn1)C[C@@H]2C(=O)N1CCN(C(=O)c2ccco2)CC1 | · | · | -17% | 13% | -4%[46.1 µM] | ? | 17% | 20% | 36% | -0.2%
O=C1/C(=C/c2ccccc2)SC(=S)N1C1CCS(=O)(=O)C1 (stereo not given) | 2 | -25% | -4% | 2% | 0% | ? | 7% | 6% | -44% | -0.5%
COc1ccc2cc(CCOC3CCCCO3)ncc2c1 (stereo not given) | 0 | · | -2% | -4% | 5% | ? | -5% | 5% | ? | 0.1%

Screening results (PubChem)
